High-throughput results as filed in PubChem.
Fh CTSL1 inh: blocks F. hepatica cathepsin L1 in PFM18AAP counter-screen; inhibition, % at 5.96 µM; recombinant F. hepatica cathepsin L1, Z-Leu-Arg-MCA fluorescence; 300,000 tested, 0.49% active;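 active = inhibition above the mean of all tested compounds plus 3 SD, set per screening campaign, cut at about 17% in these data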;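 also: 0% = plate median of test compound wells and 100% = 1 µM Z-Phe-Ala-diazomethylketone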
PP1 inh: PP1-alpha (human) inhibition in PP5 counter-screen; purified PP1alpha, OMFP fluorescence; inhibition, % at 6.7 µM; 320,000 tested, 0.9% active; AID 2235;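 active = inhibition above the mean inhibition of all tested compounds plus 3 SD, computed separately for each screening campaign, cut at about 15% in these data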
TPT1 inhibitor: inhibitors of Candida albicans tRNA 2'-phosphotransferase TPT1. inhibition, % at 5 µM. recombinant caTPT1, FP RNA substrate dephosphorylation. 300,000 tested, 0.81% active;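 active = inhibition above the mean of all tested compounds plus 3 SD, set per screening campaign, cut at about 24% in these data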;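 also: plate controls were DMSO alone for no effect and ferristatin control at 100 nM for full effect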
PAFAH2 FP inh: PAFAH2 (human) inhibition | 340,000 tested, 0.99% active | recombinant PAFAH2, FP-rhodamine activity probe, fluorescence polarization | inhibition, % at 3.39 µM | Q99487;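 active = inhibition above the mean over all tested compounds plus 3 SD, cut at about 30% in these data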;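 also: inhibitors block probe labeling of enzyme so polarization drops; 0% = enzyme with DMSO and 100% = wells lacking PAFAH2 protein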
proCasp3 act: activates human procaspase-3. recombinant procaspase-3 D3A, Ac-DEVD-pNA absorbance 405 nm. 330,000 tested, 0.11% active. P42574. activation, % at 8.5 µM;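 active = activation above the mean of all tested compounds plus 3 SD, cut at about 21% in these data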;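 also: 0% = DMSO alone and 100% = DMSO wells spiked with extra 5 µM PC-3 D3A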
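Assay system – Procaspase-3 D3A mutant · Benchmarks – DMSO low control, extra-enzyme high control · Technique – 405 nm absorbance of p-nitroaniline, reads at 0 and 120 min · Doses – 8.5 µM nominal · Measure – % activation between DMSO and enzyme-spiked controls · Also added – Ac-DEVD-pNA chromogenic peptide substrate · Schedule – 1 h compound preincubation, 2 h substrate hydrolysis at 25 °C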
procasp7 counter: counter-screen for procaspase-3 activators: activators of human procaspase-7; P55210; recombinant procaspase-7, Ac-DEVD-pNA absorbance 405 nm; D23A/D198A/D206A triple mutant, cannot self-cleave; scale: DMSO 0, 5 µM enzyme 100; activation, % at 8.5 µM; 330,000 tested, 0.093% active; AID 463210;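 active = percent activation above the screen-wide mean plus 3 SD, cut at about 25% in these data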
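System: Uncleavable procaspase-7 mutant enzyme; Amount: 2 µM procaspase-7 mutant as dispensed; Schedule: 1 h compound preincubation, 2 h substrate cleavage, 25 °C; Measured by: 405 nm absorbance of p-nitroaniline; Evaluation: percent activation from buffer-corrected 0–120 min absorbance change; Control set: low DMSO alone, high DMSO plus 5 µM PC-7.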
PP5 inh: PP5 (human) phosphatase inhibition; P53041; 320,000 tested, 0.18% active; AID 1987; inhibition, % at 6.7 µM; purified PP5c, OMFP substrate fluorescence;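 active = inhibition above the campaign's mean inhibition across all tested compounds plus 3 SD, cut at about 9.5% in these data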;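 also: 0% = DMSO only and 100% = 100 µM cantharidin control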
core dimer inh: HCV core protein dimerization inhibition. TR-FRET GST/Flag-core106 dimerization, 1536-well. inhibition, % at 5 µM. 300,000 tested, 0.33% active. AID 1899;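 active = inhibition above the mean of all tested compounds plus 3 SD, set per screening campaign, cut at about 45% in these data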
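System: GST-tagged and Flag-tagged HCV core protein residues 1-106 / Input: core106 proteins, GST 13.5 nM and Flag 17 nM / Buffer or medium: KF-containing HEPES buffer, pH 7.45, DTT, CHAPS, BSA / Probe or stimulus: Eu-anti-GST and XL665-anti-Flag labelled anti-tag antibodies / Schedule: 4 h, 22.5 °C incubation / Technique: TR-FRET 671 and 617 nm emission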
AHR act: activates the human aryl hydrocarbon receptor | AHR-responsive luciferase reporter cells, luminescence | activation, % at 5 µM | 320,000 tested, 2.5% active; in the data active = activation above about 47%;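 also: 0% = vehicle wells and 100% = reference agonist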
Target sequence (P35869 whole entry, looked up): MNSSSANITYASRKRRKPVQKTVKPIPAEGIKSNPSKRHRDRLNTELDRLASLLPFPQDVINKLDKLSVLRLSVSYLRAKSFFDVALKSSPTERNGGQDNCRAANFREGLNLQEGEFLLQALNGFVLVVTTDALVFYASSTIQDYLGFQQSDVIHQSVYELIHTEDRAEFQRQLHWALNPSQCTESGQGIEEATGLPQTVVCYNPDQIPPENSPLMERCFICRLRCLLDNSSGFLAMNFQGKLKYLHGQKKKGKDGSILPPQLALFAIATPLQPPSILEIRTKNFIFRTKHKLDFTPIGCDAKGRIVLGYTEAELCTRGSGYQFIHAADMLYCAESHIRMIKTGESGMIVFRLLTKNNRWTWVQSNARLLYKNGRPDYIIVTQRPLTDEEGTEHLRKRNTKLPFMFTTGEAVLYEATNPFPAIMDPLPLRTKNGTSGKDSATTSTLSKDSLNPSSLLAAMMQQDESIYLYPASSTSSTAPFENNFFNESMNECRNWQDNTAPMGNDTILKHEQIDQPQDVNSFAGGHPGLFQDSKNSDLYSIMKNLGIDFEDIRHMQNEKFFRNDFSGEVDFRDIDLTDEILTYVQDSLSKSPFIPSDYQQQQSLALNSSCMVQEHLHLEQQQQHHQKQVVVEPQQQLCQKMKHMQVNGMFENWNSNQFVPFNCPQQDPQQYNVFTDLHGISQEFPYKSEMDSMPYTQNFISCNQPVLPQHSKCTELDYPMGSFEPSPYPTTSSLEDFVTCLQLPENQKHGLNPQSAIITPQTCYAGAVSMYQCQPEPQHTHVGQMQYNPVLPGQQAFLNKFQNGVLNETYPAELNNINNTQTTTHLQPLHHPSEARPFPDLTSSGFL
* hit, by the source's call; x = no result given.

SMILES	Fh CTSL1 inh	PP1 inh	TPT1 inhibitor	PAFAH2 FP inh	proCasp3 act	procasp7 counter	PP5 inh	core dimer inh	AHR act
CCOc1nc(Nc2ccc(OC)c(Cl)c2)nc(OCC)n1	1.5	0.1	1.3	0.7	-1.4	1.9	0.3	4.5	25.8
Cc1ncc(CO)c2cc(S(=O)(=O)c3ccc(F)cc3)c(=O)oc12	1.4	-6.3	0.4	1.3	-21.5	-27.0	3.6	12.2	-2.2
O=C(NCc1ccccc1Cl)c1ccc2nc[nH]c2c1	6.7	8.5	0.0	-0.2	-2.5	5.8	0.3	3.2	-0.2
O=C(c1cccc([N+](=O)[O-])c1)N1CCN(c2ccccn2)CC1	-1.6	1.4	1.3	-1.1	-2.5	2.8	3.2	-4.6	0.5
Oc1ccc(Br)cc1CNn1cnnc1	1.0	-2.4	-5.2	6.0	3.3	1.5	1.9	0.6	2.5
Cc1ccc(S(=O)(=O)Cc2ccc(C(=O)N3CCN(c4ccc(F)cc4)CC3)o2)cc1	2.1	3.1	0.1	5.3	4.6	0.8	0.7	11.3	2.1
CC(C)(C)c1ccc(NC(=O)Nc2ccc3ccccc3n2)cc1	-3.2	-2.8	-0.9	-0.8	-3.6	4.2	1.0	-0.5	9.1
OC(COc1ccc2ccccc2c1)CN1CCCC1 (stereo not drawn)	2.4	-3.1	-0.6	5.7	3.0	-4.1	-1.4	-0.3	1.2
CC(=O)NC(N1CCCCC1)C(F)(F)C(F)(F)C(F)(F)C(F)F (stereo not drawn)	4.6	-2.3	0.5	-0.5	-0.2	-6.6	1.8	3.1	-0.4
CCCc1nc(SCC(=O)NNC(=O)C2CCCCC2)c2ccccc2n1	4.7	-3.7	-0.7	9.4	-7.5	-10.7	-3.3	11.3	1.8
CC(=O)c1c(C)[nH]c(C(=O)COC(=O)CN(C)S(=O)(=O)c2ccc(Cl)cc2)c1C	-40.6	-3.5	-5.1	0.1	-2.8	5.6	0.8	5.9	1.5
COc1ccccc1-c1nc2ccccc2nc1-c1ccccc1OC	2.2	-0.1	-3.1	-1.3	2.4	3.7	4.6	6.5	-2.1
Fc1ccccc1/C=N/n1c(C2CCCCC2)n[nH]c1=S	1.8	0.9	-0.9	1.1	-9.6	-16.0	0.1	-6.8	0.2
Cc1cc(NC(=O)Cn2cnc3c(cnn3C(C)(C)C)c2=O)no1	-1.0	-0.9	-3.1	-2.9	-0.3	8.7	-0.2	11.1	1.3
O=C(CN1CCN(Cc2ccc(F)cc2)CC1)Nc1ccccc1F	3.3	-2.4	-4.0	-5.7	-5.1	7.2	1.6	-1.6	0.3
O=c1[nH][nH]c(-c2ccccc2)c1C=Nc1ccccc1	0.9	2.5	-0.2	-8.4	-1.2	9.1	-1.5	2.2	5.0
CCCCN(C(=O)C1CSC2(C)CCC(=O)N12)c1c(N)n(CC(C)C)c(=O)[nH]c1=O (stereo not drawn)	x	-3.9	x	1.1	7.8	-5.8	1.9	x	-1.6
CN1CCC(N(C)S(=O)(=O)c2ccc(NC(=O)COc3ccc(F)cc3Cl)cc2)CC1	1.5	-0.6	-1.3	-5.5	6.1	4.1	0.1	-7.1	7.9
CC(C)(C)OC(=O)NCc1ccc(CNC(=O)c2nc[nH]c2C(=O)N2CCN(C(=O)OC(C)(C)C)CC2)cc1	x	-3.7	x	8.9	-1.5	-1.0	0.4	x	-2.5
CN(Cc1ccon1)Cc1cn(C)nc1-c1ccc2c(c1)OCCO2	-1.1	0.8	-8.3	0.2	3.8	9.2	1.2	-1.7	0.3
C=CCNC(=O)c1ccccc1NC(=O)Nc1ccccc1	0.2	-2.7	3.4	6.0	12.2	0.6	-0.4	-2.0	10.4
CC(C)(C)NC(=O)c1ccc2c(c1)C(=O)N(Cc1ccco1)C2=O	-4.5	0.4	1.7	-1.2	-1.2	6.8	4.0	5.2	3.0
CCOc1ccc(OCCN2CCCCC2)cc1	-1.3	3.6	1.3	-7.4	5.0	-0.6	2.8	-2.3	1.8
COc1ccc(S(=O)(=O)NCc2ccccn2)cc1Cl	-0.7	-1.1	-8.0	-0.8	7.3	8.6	-2.3	-4.1	-0.8
COc1ccc(NS(=O)(=O)c2ccc(S(=O)(=O)N3CCOCC3)cc2)cc1	1.3	-1.7	-0.6	2.8	5.1	5.3	-1.5	-2.9	0.9
(next part)
SMILES	Fh CTSL1 inh	PP1 inh	TPT1 inhibitor	PAFAH2 FP inh	proCasp3 act	procasp7 counter	PP5 inh	core dimer inh	AHR act
COC(=O)c1ccccc1COn1c(=O)c(C)[n+]([O-])c2ccccc21	-6.2	-2.1	-2.8	4.3	-2.2	4.8	0.4	1.0	3.3
COc1ccc(OCCOc2ccc(/C=C3\C(=N)N4N=C(C)SC4=NC3=O)cc2)cc1	x	-3.0	x	3.7	-4.0	2.1	-1.8	x	-0.7
O=C1C=C(c2ccc3c(c2)OCCO3)C[C@@H](c2ccc(F)cc2)C1	x	1.9	x	0.1	10.6	5.5	2.5	x	0.9
COc1ccc(CCNC(=O)C(=O)NCC2OCCCN2S(=O)(=O)c2cc(C)ccc2C)cc1 (stereo not drawn)	0.5	-5.2	-1.3	-4.3	-0.8	2.8	1.4	2.2	1.7
Cc1cccc(NS(=O)(=O)c2ccc(NC(=O)N3CCCCC3)cc2)c1	0.5	3.5	-3.4	-1.9	3.1	10.0	1.1	5.8	-3.5
CCOc1cccc(N2C(=O)CC(N3CCC(C(N)=O)(N4CCCCC4)CC3)C2=O)c1 (stereo not drawn)	0.1	-4.2	-2.0	0.3	-18.0	-2.2	2.1	-2.2	-0.9
CC(C)(C)OC(=O)C1C(=O)CC(C)(O)C(C(=O)OC(C)(C)C)C1c1ccco1 (stereo not drawn)	0.5	-4.2	1.5	1.2	-13.1	2.8	1.3	-1.9	1.7
CC1CN(C(=O)/C=C/c2ccc(SC(F)F)cc2)CC(C)O1 (stereo not drawn)	3.7	-1.7	-2.6	-1.6	-6.5	-7.5	-1.7	-3.5	2.4
CCOC(=O)c1cccc(NC(=O)c2ccc(NC(=O)c3ccco3)cc2)c1	1.6	6.7	1.1	-2.6	6.5	4.5	2.3	3.4	-10.1
CC(OC(=O)CCN=C1NS(=O)(=O)c2ccccc21)C(=O)NCc1ccccc1 (stereo not drawn)	2.3	-5.3	3.5	1.5	-11.2	6.5	0.0	-2.6	1.5
Cc1ccc(S(=O)(=O)NCCCC(=O)C=[N+]=[N-])cc1	0.9	-0.3	-5.0	4.7	-1.4	5.2	2.2	2.7	0.3
c1ccc(-c2ccc(OCCN3CCOCC3)cc2)cc1	-1.1	-0.9	1.6	5.3	6.3	2.1	2.9	2.4	-5.7
COc1ccc(C(c2oc(CO)cc(=O)c2O)c2oc(CO)cc(=O)c2O)cc1OC	0.4	-0.1	-0.4	0.8	7.0	-2.4	-2.1	-1.2	1.4
COc1ccc(/C=N\NC(=O)c2sc(N)nc2C)cc1OC	1.1	-4.0	0.5	2.8	-6.5	-6.9	0.9	1.3	77.3*
Cc1ccc(Oc2ncccc2/C=N/O)cc1	-2.3	1.6	-5.8	-4.1	-1.1	-0.4	1.0	-4.4	-4.3
O=C(/C=C/c1ccco1)NCC1OCCc2ccccc21 (stereo not drawn)	10.8	1.9	7.5	4.3	-15.0	-4.6	6.8	12.6	-1.9
[O-]c1c[n+](-c2ccc(-[n+]3cc([O-])on3)cc2)no1	1.5	2.1	2.5	2.9	-1.5	-0.2	-0.2	26.1	7.5
CCOC(=O)C1=C(C)C(c2ccccc2OC)NC(=O)N1 (stereo not drawn)	-11.9	-3.3	-1.5	-3.8	-0.6	-2.9	-2.1	3.7	3.7
Cn1c(N)c(C#N)c(C#N)c1-c1ccccc1	1.6	2.4	-1.5	12.0	4.3	-0.2	2.6	3.4	1.3
O=C(Nc1ccncc1)c1cccc(S(=O)(=O)N2CCN(c3ccc(F)cc3)CC2)c1	-0.4	2.7	0.0	-1.5	-3.6	3.4	1.1	1.6	5.5
COc1ccc(C(=O)NCC(=O)OCC(=O)Nc2cc(OC)ccc2OC)cc1	-4.4	-4.3	1.8	-5.4	-2.0	0.7	-2.2	-0.7	1.8
CCC1COCCS(=O)(=O)N1Cc1ccccc1C (stereo not drawn)	-3.3	-5.2	1.4	-4.2	-2.7	-10.3	-7.5	-19.1	-0.1
CCOc1c2ccc(C(=O)NCC34CC5CC(CC(C5)C3)C4)cc2nn1CC	2.4	3.1	-1.5	0.4	-2.8	-1.4	1.4	-6.6	51.5*
COc1cc(/C=N/NC(=O)CCn2c3ccccc3c3ccccc32)ccc1O	0.5	1.6	0.7	-4.9	5.1	-2.5	8.3	-3.0	7.1
Cc1ccc(C(=O)CNc2ccc(F)cc2)cc1	-1.3	-1.3	1.2	-269.5	8.6	-5.2	1.8	6.5	-1.5

Two entries from above, set out differently:
The line under a structure holds: Fh CTSL1 inh | PP1 inh | TPT1 inhibitor | PAFAH2 FP inh | proCasp3 act | procasp7 counter | PP5 inh | core dimer inh | AHR act
CCOC(=O)c1cccc(NC(=O)c2ccc(NC(=O)c3ccco3)cc2)c1
 : 1.6 | 6.7 | 1.1 | -2.6 | 6.5 | 4.5 | 2.3 | 3.4 | -10.1
O=C(/C=C/c1ccco1)NCC1OCCc2ccccc21 (stereo not drawn)
 : 10.8 | 1.9 | 7.5 | 4.3 | -15.0 | -4.6 | 6.8 | 12.6 | -1.9

In the list so far, five contain a tert-butyl group:
SMILES	Fh CTSL1 inh	PP1 inh	TPT1 inhibitor	PAFAH2 FP inh	proCasp3 act	procasp7 counter	PP5 inh	core dimer inh	AHR act
CC(C)(C)c1ccc(NC(=O)Nc2ccc3ccccc3n2)cc1	-3.2	-2.8	-0.9	-0.8	-3.6	4.2	1.0	-0.5	9.1
Cc1cc(NC(=O)Cn2cnc3c(cnn3C(C)(C)C)c2=O)no1	-1.0	-0.9	-3.1	-2.9	-0.3	8.7	-0.2	11.1	1.3
CC(C)(C)OC(=O)NCc1ccc(CNC(=O)c2nc[nH]c2C(=O)N2CCN(C(=O)OC(C)(C)C)CC2)cc1	x	-3.7	x	8.9	-1.5	-1.0	0.4	x	-2.5
CC(C)(C)NC(=O)c1ccc2c(c1)C(=O)N(Cc1ccco1)C2=O	-4.5	0.4	1.7	-1.2	-1.2	6.8	4.0	5.2	3.0
CC(C)(C)OC(=O)C1C(=O)CC(C)(O)C(C(=O)OC(C)(C)C)C1c1ccco1 (stereo not drawn)	0.5	-4.2	1.5	1.2	-13.1	2.8	1.3	-1.9	1.7
